PAFAH1B2 inh: PAFAH1B2 (human) inhibition. P68402. recombinant PAFAH1B2, FP-rhodamine activity probe, fluorescence polarization. inhibition, % at 3.39 µM. 1.2% of 340,000 active;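 active = inhibition above the mean of all tested compounds plus 3 SD, cut at about 24% in these data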;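 note: 0% = enzyme with DMSO and 100% = wells lacking PAFAH1B2; many of its hits are not listed in these tables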
Target sequence (P68402 whole entry, looked up): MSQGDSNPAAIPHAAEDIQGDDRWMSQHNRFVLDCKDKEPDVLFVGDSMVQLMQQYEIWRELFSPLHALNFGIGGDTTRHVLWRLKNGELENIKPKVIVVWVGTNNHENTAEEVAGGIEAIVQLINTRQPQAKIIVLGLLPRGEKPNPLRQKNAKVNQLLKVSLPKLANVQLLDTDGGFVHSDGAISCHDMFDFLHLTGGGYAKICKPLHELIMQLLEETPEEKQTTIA
The depositor's hits bear a star.

mol,PAFAH1B2 inh
Cc1cccc(NC(=S)N2CCC(C(=O)c3ccc(F)cc3)CC2)c1,8
CCN(CC)S(=O)(=O)c1cc(NC(=O)c2ccccc2OCc2c(C)noc2C)ccc1C,4
COc1ccc(C[C@@H]2OC3(C=CC(=O)C=C3)O[C@H]2Cc2ccc(OC)cc2)cc1,-3
CN1C[C@@H]2[C@@H]3C(=O)N(Cc4ccccc4)C(=O)[C@@H]3[C@](Cc3ccccc3)(C1=O)N2C(=O)c1ccc(Cl)cc1,4
COc1ccc(CN(C)C(=O)COC(=O)c2ccc(-c3ccccc3)cc2)c(OC)c1OC,-2
Cc1noc(C)c1COc1ccccc1C(=O)N1CCN(S(=O)(=O)c2ccccc2C#N)CC1,5
Cc1c(C(=O)c2ccc3c(c2)OCO3)ccc2c1OCO2,7
O=C1CC2(CCN1)CCN(Cc1ccccc1)CC2,4
CC(=O)OC1CCC2C3CCC4=C(CC(F)C(=O)C4)C3CCC12C (centres undefined),1
O=c1c2c3nc4ccccc4nc3n(CCN3CCOCC3)c2ncn1CCN1CCOCC1,5
Cc1ccc2nc(SCC(=O)Nc3ccc4[nH]c(=O)[nH]c4c3)[nH]c2c1,9
CCCCCCCCNCCS(=O)(=O)NCCCCCCCC,5
COc1ccc(C=C2SC(=S)NC2=O)cc1,2
COc1ccc(N2CCN(Cc3nc4c(c(=O)n(C)c(=O)n4C)n3Cc3ccccc3C)CC2)cc1,-1
COc1ccc(CNC(=O)N2CCN(C(=O)c3ccccc3)CC2)cc1,8

Later entries.
mol,PAFAH1B2 inh
Cc1cc(C)c(NS(=O)(=O)c2ccccc2)c(C)c1NS(=O)(=O)c1ccccc1,4
COC(=O)C1CC(O)C(O)C(O)C1 (centres undefined),3
Cc1noc(C)c1COc1ccccc1C(=O)NCCc1ccccc1,6
CCC1(c2ccc(OC)cc2)NC(=O)N(CC(=O)N2CCc3ccccc32)C1=O (centres undefined),-1
CC1CCCCC12NC(=O)N(CC(=O)Nc1ccccc1F)C2=O (centres undefined),-2
CSCCC(NC(=O)c1ccc(Cl)cc1Cl)C(=O)N1CCN(C(=O)c2ccccc2)CC1 (centres undefined),8
O=C(NNC(=O)C1COc2ccccc2O1)c1ccccc1O (centres undefined),7
O=C1c2ccccc2NC(c2cccs2)N1O (centres undefined),0
CN(Cc1ccccc1)c1ncnc2[nH]ncc12,5
Cc1ccn2cc(C(=O)Nc3cccc(C(=O)NC4CC4)c3)nc2c1,-3
COC1=C/C(=C/c2c(N)n3nc(-c4ccc(C)cc4)sc3nc2=O)C=CC1=O,28*
C[C@@H]1NS(=O)(=O)c2cc(Cl)ccc2O[C@@H]1c1ccccc1,14
Cc1cccn2c(=S)[nH]nc12,5
C[n+]1c(-c2ccc(C=NNC(=O)c3ccc(C(=O)NN=Cc4ccc(-c5cn6ccccc6[n+]5C)cc4)cc3)cc2)cn2ccccc21,4
CCn1c2ccccc2c2cc(/C=C(/C#N)C(N)=S)ccc21,3

(more compounds)
mol,PAFAH1B2 inh
C=C1[C@@H](CCO)N(S(=O)(=O)C(C)(C)C)C[C@@H]1C,8
COc1ccc(-c2nnc(-c3ccc4ccccc4c3)o2)cc1,3
NC(=O)C1CCCN(C(=O)c2cccc(NC(=O)c3cccs3)c2)C1 (centres undefined),4
CCc1cccc(C)c1NC(=O)c1cc(-c2ccncc2)nc2ccccc12,1
N#Cc1ccc(N)cc1OCCCN1CCCCC1,3
O=C(c1ccccc1)N1CCN(c2ccccc2)CC1,2
Cc1ccc(NC(=S)N2CCN(S(=O)(=O)c3ccccc3)CC2)cc1C,6
Nc1nc(Cl)c(N)c(NCC2(CO)CC(CCc3ccccc3)C2)n1 (centres undefined),5
Cc1ccc(C(=O)N[C@H](C(=O)Nc2ccc(N3CCOCC3)cc2)C(C)C)cc1,-2
COCCN(C(=O)COC(=O)CNC(=O)c1ccc(C)cc1)c1c(N)n(Cc2ccccc2)c(=O)[nH]c1=O,12
Cn1c(=O)c2[nH]c(C3CC3)nc2n(C)c1=O,4
COc1ccc(CNCCS(=O)(=O)NCc2ccccc2)cc1,3
CSC1SCC2C(=O)N(C)C(C(C)C)C(=O)OCC(NC(=O)c3cnc4ccccc4n3)C(=O)NC(C)C(=O)N(C)C1C(=O)N(C)C(C(C)C)C(=O)OCC(NC(=O)c1cnc3ccccc3n1)C(=O)NC(C)C(=O)N2C (centres undefined),5
COc1ccc(NC2=Nc3ccccc3N[C@@]23C[C@H]2CCCC(=O)N4CC[C@@H](C3)[C@@H]24)cc1,2
CCN(CC)CCOCCn1c(C)ccc1C,1

(list continues)
mol,PAFAH1B2 inh
O=S(c1ccccc1)C(c1ccccc1)c1ccccc1 (centres undefined),24*
Cc1ccc(NC(=O)CN2C(=O)NC(C)(C)C2=O)cc1S(=O)(=O)N1CCCCCC1,3
O=C(CSc1nnc(C2CC2)n1C1CC1)c1cc(F)ccc1F,1
Cc1ccccc1C(=O)c1ccccc1C(=O)c1ccccc1,3
O=C(NCCCCc1ccccc1)c1cccc(NC(=O)C2CC2)c1,9
O=c1ccn([C@@H]2O[C@H](CNCC3=Cc4cc(O)ccc4OC3)[C@@H](O)[C@H]2O)c(=O)[nH]1,5
CC(=O)Nc1ncc(Sc2ccc([N+](=O)[O-])cc2)s1,5
CN(Cc1ccccc1)C(=O)c1ccc(NC(=O)Cc2ccc(NC(=O)C3CCN(C(=O)C4CCCC4)CC3)cc2)cc1,3
CCCCn1cnc2c(SCc3ccccc3Cl)nc(N)nc21,-1
COc1ccc(Br)cc1C(=O)CCC(=O)OCC(=O)Nc1cc(C(N)=O)cc(C(N)=O)c1,7
COCCN(C(=O)COC(=O)c1ccc(-c2ccccc2)cc1)c1c(N)n(Cc2ccccc2)c(=O)[nH]c1=O,-2
c1ccc(CCCCc2ccccn2)cc1,0
CNC(=O)c1nn(C)c(=O)[nH]c1=O,3
NC(=O)C1C(=O)c2ccccc2C1(C[N+](=O)[O-])c1ccccc1 (centres undefined),3
S=C(NCc1ccccc1)Nc1ccc2ccccc2c1,4

Later entries:
mol,PAFAH1B2 inh
Cc1cc(C)c(CN2CCN(CCCn3cnc(C(=O)Nc4ccc(C)c(C)c4)n3)CC2)c(C)c1,3
O=C(CN1C(=O)NC2(CCCC2)C1=O)N1CCCSC1=Nc1ccccc1,-2
N#Cc1ccc(CCc2ccccc2)[nH]c1=O,4
N#CCOc1ccccc1CNC[C@H]1O[C@@H](n2cnc(C(N)=O)n2)[C@H](O)[C@@H]1O,-1
CCNc1nnc(SCC(=O)c2cc(C)n(C3CC3)c2C)s1,9
O=C(O)CC1Cc2ccccc2C1C(=O)O (centres undefined),7
O=[N+]([O-])c1ccc(CC(Cl)c2ccccn2)cc1 (centres undefined),7
O=C1C=C(O)c2[nH]c(=O)ccc2C1=O,21
Cc1ccc(NC(=O)c2ncn(CCCN3CCN(Cc4cccc5ccccc45)CC3)n2)cc1C,5
O=C1C(=Cc2ccco2)CCC1=Cc1ccco1,4
NNC(=O)C1C(O)CCC2CN3CCc4c([nH]c5ccccc45)C3CC21 (centres undefined),6
CN(C(=O)c1cccc(NC(=O)Cc2ccc(NC(=O)C3CCN(C(=O)C4CCCC4)CC3)cc2)c1)C1CCCCC1,1
O=C(NCC(c1cccs1)N1CCOCC1)C1CCN(S(=O)(=O)c2cc(Cl)ccc2Cl)CC1 (centres undefined),-1
CCOc1ccc(CCNC(=O)COC(=O)c2cccc(S(=O)(=O)N(C)C)c2)cc1OCC,7
NC(=O)c1ncn([C@@H]2O[C@H](CNS(=O)(=O)c3cc4ccccc4s3)[C@@H](O)[C@H]2O)n1,3

Carrying on:
mol,PAFAH1B2 inh
O=C(c1cccc(Cl)c1)N1CCC2CC1c1cc(-c3ccccc3)ccc12 (centres undefined),-1
CCCCN(C)S(=O)(=O)c1cc2c(cc1Br)CCN2C(=O)C1CC1,-2
Cc1ccc(-c2nc3ncccc3o2)cc1NC(=O)c1ccc2c(c1)OCO2,4
CCOC(=O)C1CC2=C(CC(C)(C)CC2=O)N(CCOC)C1=O (centres undefined),4
CCC1CCC2(CC1)NC(=O)N(CC(=O)Nc1ccc(OC)cc1)C2=O (centres undefined),5
Cc1ccc(C)c(NC(=O)C(c2ccccc2)N2CCN(CC(=O)NC3CC3)CC2)c1 (centres undefined),3
COC(=O)c1ccc2nc3c(cc2c1)[C@@H]1CCN2C(=O)CCC[C@H](C3)[C@H]12,1
CN(Cc1ccco1)C(=O)CSc1nc(C2CC2)n(-c2ccccc2)n1,4
C=C(C)COc1ccc2c(c1)CCC1C2CCC2(C)C(=O)C(=NO)CC12 (centres undefined),5
N#CC(=C1C=CC(=NO)C(Cl)=C1)c1ccc(Cl)cc1,38*
O=S(=O)(O)c1cc(O)c2cc(Nc3ccccc3)ccc2c1,26*
CCOC(=O)C1CCCN(C(=O)c2cccc(S(=O)(=O)N(C)c3ccc(OC)cc3)c2)C1 (centres undefined),2
CCN(CC(=O)Nc1ccc(NC(C)=O)cc1)C(=O)CN1C(=O)NC(C)(c2ccc3ccccc3c2)C1=O (centres undefined),2
O=[N+]([O-])c1ccc(SNc2ccccc2)c([N+](=O)[O-])c1,7
Cc1ccc(S(=O)(=O)N2CCN(C(=O)COC(=O)c3ncc(Cl)c(Cl)c3Cl)CC2)c(C)c1,4

A draw from above in order of length of the SMILES, high to low.
mol,PAFAH1B2 inh
Cc1cc(C)c(CN2CCN(CCCn3cnc(C(=O)Nc4ccc(C)c(C)c4)n3)CC2)c(C)c1,3
O=C1c2ccccc2NC(c2cccs2)N1O (centres undefined),0
Cc1cccn2c(=S)[nH]nc12,5

Next section
mol,PAFAH1B2 inh
COc1ccc2nc(N3C(=O)C(O)=C(C(=O)c4ccco4)C3c3ccco3)sc2c1 (centres undefined),0
CCn1cc(C(=O)NC2CCCC2)c(=O)c2cc(S(=O)(=O)N3CCOCC3)ccc21,6
Fc1ccc(-c2ccc3c(c2)C2CC3CCN2Cc2ccc3c(c2)OCO3)cc1 (centres undefined),2
Brc1ccc(Br)c2cnccc12,5
O=C(NCc1ccco1)c1ccc(C(=O)NCc2ccco2)cc1,-1
Oc1ccc(Cl)cc1C=NN1CCCCCC1,6
CC1CC(C(O)c2ccccn2)C(=O)C(C(O)c2ccccn2)C1 (centres undefined),3
CCOC(=O)C1CC(CN2C(=O)c3ccccc3C2=O)OC1=O (centres undefined),2
O=C(Nc1cccc(S(=O)(=O)N2CCOCC2)c1)C1CCCCN1S(=O)(=O)c1ccccc1 (centres undefined),-1
O=c1[nH]c(SCc2nc3c(cnn3-c3ccccc3)c(=O)[nH]2)nc2ccccc12,7
COc1ccc(-c2oc3cc(OC(C)=O)cc(OC(C)=O)c3c(=O)c2OC)cc1,0
COc1ccc(OCCC(=O)Nc2cc3c(cc2C(=O)O)OCCCO3)cc1,2
CC(=O)NC1=CC(=C[N+](=O)[O-])C=C1O,4
COc1ccc(C)cc1N1CC(C(=O)OCc2nc(N)nc(Nc3ccccc3C)n2)CC1=O (centres undefined),0
CCC(C)Cn1cnc2c(SCc3ccccc3F)nc(N)nc21 (centres undefined),-1
O=C(COC(=O)c1ccccc1O)NNC(=O)c1ccc(Br)cc1,4
CN(C(=O)c1cc(Cl)c2c(c1)OCCO2)c1c(N)n(Cc2ccccc2)c(=O)[nH]c1=O,2

Structural class: the entries above containing a Cl atom.
mol,PAFAH1B2 inh
CN1C[C@@H]2[C@@H]3C(=O)N(Cc4ccccc4)C(=O)[C@@H]3[C@](Cc3ccccc3)(C1=O)N2C(=O)c1ccc(Cl)cc1,4
CSCCC(NC(=O)c1ccc(Cl)cc1Cl)C(=O)N1CCN(C(=O)c2ccccc2)CC1 (centres undefined),8
C[C@@H]1NS(=O)(=O)c2cc(Cl)ccc2O[C@@H]1c1ccccc1,14
Nc1nc(Cl)c(N)c(NCC2(CO)CC(CCc3ccccc3)C2)n1 (centres undefined),5
CCCCn1cnc2c(SCc3ccccc3Cl)nc(N)nc21,-1
O=[N+]([O-])c1ccc(CC(Cl)c2ccccn2)cc1 (centres undefined),7
O=C(NCC(c1cccs1)N1CCOCC1)C1CCN(S(=O)(=O)c2cc(Cl)ccc2Cl)CC1 (centres undefined),-1
O=C(c1cccc(Cl)c1)N1CCC2CC1c1cc(-c3ccccc3)ccc12 (centres undefined),-1
N#CC(=C1C=CC(=NO)C(Cl)=C1)c1ccc(Cl)cc1,38*
Cc1ccc(S(=O)(=O)N2CCN(C(=O)COC(=O)c3ncc(Cl)c(Cl)c3Cl)CC2)c(C)c1,4
Oc1ccc(Cl)cc1C=NN1CCCCCC1,6
CN(C(=O)c1cc(Cl)c2c(c1)OCCO2)c1c(N)n(Cc2ccccc2)c(=O)[nH]c1=O,2

The list is partial; count on the stated rates, not on these rows.
